Assay outcomes from PubChem.
Lipid storage S3: qHTS Assay for Lipid Storage Modulators in Drosophila S3 Cells. Drosophila S3 cells, BODIPY lipid droplet fluorescence, 18-24 h; cells fed with added oleic acid. Potency in µM for hits, for the others lipid storage change, negative = inhibition, % at the top dose, mostly 46.1 µM. actives 0.64% (n = 320,000). AID 2685; active means well fitted inhibition curve with a large enough effect in the signal ratio, with a control signal flat, not every such curve was filed as active; inconclusive means small, poorly fitted or top-dose-only effect, or effect the other way, or a change in a side signal; the % refers to the signal ratio
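Laser-scanning cytometry quantifies lipid droplet accumulation (500–530 nm total intensity; droplet/cell object ratio) in oleic acid-fed (400 uM added) Drosophila S3 cells treated with a concentration series. 20 uM Triacsin C defined 100% inhibition.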
Lipid storage S3 cell count max: recorded beside Lipid storage S3, whose call it bears; cell number change, %; measured here: cell count max response;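 cells counted by Cell Tracker Red CMTPX staining in the red channel; peak over a dose series mostly up to 46.1 µM; percent activity relative to internal control wells on each plate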
An asterisk follows results filed as active; i = inactive; ? = inconclusive; · = no result given; [ ] = dose if it differs, or a comment. On the % scale 0 is the no-effect control and ±100 the full control effect; potency means the concentration at half of the fitted maximal effect. An excerpt. The share of hits here may be higher or lower than overall.

cpd	mol	Lipid storage S3	Lipid storage S3 cell count max
1	O=C(NCc1ccco1)c1ccc2c(=O)n(-c3ccccc3)c(=O)n(Cc3cccc(F)c3)c2c1	0%	10
2	O=C(CN1CCN(Cc2ccccc2Cl)C1=O)NCCCN1CCOCC1	?	·
3	CN1CCN(CC(=O)Nc2ccc(Oc3ccccc3)cc2)CC1	-3%	3
4	COC(=O)Cc1c(C)nc2nc(NCc3ccc(Cl)cc3)[nH]n2c1=O	i	·
5	CC(=O)OCC1=C(C(=O)O)N2C(=O)C(NC(=O)c3ccc(F)cc3)C2SC1 (centres undefined)	?	·
6	O=C1N[C@@H](Cc2cnc[nH]2)C(=O)N2CCC[C@@H]12	?	·
7	Cc1ccc(NC(=O)Cn2cnc3sc(C(=O)NCc4ccco4)c(C)c3c2=O)cc1Cl	?	·
8	O=C(CC1C(=O)OCN1C(=O)OCc1ccccc1)OCC(=O)c1ccccc1 (centres undefined)	?	·
9	COCc1c(C(=O)N2CCN(c3ccc(C(F)(F)F)cn3)CC2)oc2ccccc12	?	·
10	Nc1c(C(=O)NCc2ccc3c(c2)OCO3)nnn1CC(=O)Nc1ccc(Br)cc1	?	·
11	CCC(=O)c1ccc(OCC(=O)OCC(=O)NCC2CCCCC2)cc1	0%	1
12	Cc1ccc2c(CN3CCCCC3CCO)cc(=O)oc2c1 (centres undefined)	?	·
13	C=CCn1c(CCc2ccc(OC(C)C)cc2)n[nH]c1=S	3%	-3
14	Cc1ccc(C)c(NC(=S)N=Nc2c(O)n(C)c3ccc(S(=O)(=O)N4CCOCC4)cc23)c1	-14%	0
15	COC(=O)c1[nH]c2ccc(Cl)cc2c1NC(=O)C1CC1	9%	2
16	Cc1cccc(CCNC(=O)CCNC(=O)Cn2ccc3ccccc3c2=O)c1	?	·
17	O=C1Cc2cc(NS(=O)(=O)c3cc(F)ccc3F)cc3c2N1CCC3	?	·
18	Cc1cccc(NC(=O)COC(=O)COc2ccc3c(c2)CCC3)c1	?	·
19	CCOC(=O)N1CCN(C(=O)CS(=O)(=O)c2cn(Cc3ccc(F)cc3)c3ccccc23)CC1	13%	2
20	COc1cccc(N2CC(O)=C(c3ccccc3)C2=N)c1	?	·

An excerpt from above in order of formula weight, smallest number first.
cpd	mol	Lipid storage S3	Lipid storage S3 cell count max
6	O=C1N[C@@H](Cc2cnc[nH]2)C(=O)N2CCC[C@@H]12	?	·
12	Cc1ccc2c(CN3CCCCC3CCO)cc(=O)oc2c1 (centres undefined)	?	·
9	COCc1c(C(=O)N2CCN(c3ccc(C(F)(F)F)cn3)CC2)oc2ccccc12	?	·
19	CCOC(=O)N1CCN(C(=O)CS(=O)(=O)c2cn(Cc3ccc(F)cc3)c3ccccc23)CC1	13%	2

New compounds follow
cpd	mol	Lipid storage S3	Lipid storage S3 cell count max
21	C=C(C)C(=O)Nc1cccc(C2=NOC3(C2)C[C@@H](C(N)=O)N(C(=O)c2cc([N+](=O)[O-])cc([N+](=O)[O-])c2)C3)c1 (some centres undefined)	10%	18
22	CCC1CCCCN1CCCNC(=O)c1ccc2nc(N3CCCCC3)sc2c1 (centres undefined)	?	·
23	O=c1cc(-c2ccccc2)[nH]n1-c1ccc([N+](=O)[O-])cc1	-3%	-24
24	COc1ccc(CN=Cc2c(C(=O)O)[nH]c3ccccc23)cc1	?	·
25	CCOC(=O)C1CCN(C(=O)COc2ccc3c(c2)OCO3)CC1	?	·
26	CCN1CCN(Cc2ccc(NC(=O)c3cc(NC(=O)c4cc5cccc(OC)c5o4)cc(OC)c3)cc2C(F)(F)F)CC1	?	·
27	Cn1c(SCc2nnc(-c3ccccc3Br)o2)nc2sc3c(c2c1=O)CCC3	?	·
28	CCC(=O)N1N=C(c2ccc(NS(=O)(=O)CC)cc2)CC1c1ccc(C)cc1 (centres undefined)	6%	-4
29	COc1ccc(NC(=O)CCCNC(=O)Cn2cnc3sc4c(c3c2=O)CCCC4)cc1OC	?	·
30	Cc1cc(C)cc(NS(=O)(=O)Cc2ccccc2)c1	i	·
31	Cc1cccc(C(=O)NNC(=O)c2cccc(C)c2)c1	0%	-5
32	Nc1nc(-c2ccccc2)nn1C(=O)c1ccco1	-1%	-10
33	COc1ccc(Cl)cc1NC(=O)CCN1CCN(C)CC1	?	·
34	O=C(c1cc(-c2ccncc2)nc2ccc(Cl)cc12)N1CCN(Cc2ccc3c(c2)OCO3)CC1	?	·
35	CCOC(=O)c1cnc2ccc(C)cc2c1NCCO	-2%	1
36	CCC(C)(C)NC(=O)c1ccc(S(=O)(=O)N(C)c2ccccc2OC)cc1	?	·
37	CC(C)c1nc2oc3c(=O)[nH]cnc3c2c2c1CCC2	18%[9.22 µM]	·
38	Nc1c(C(=O)NCCN2CCOCC2)c2nc3ccccc3nc2n1CCc1ccccc1	?	·
39	COc1ccc(-c2nc(-c3ccccc3)no2)c(OC)c1	?	·
40	COc1ccc(-c2cc(C(F)(F)F)nc(SCCC(=O)NCc3ccco3)n2)cc1	-10%	-12

The final three compounds of the part above are carried over, then new ones follow.
cpd	mol	Lipid storage S3	Lipid storage S3 cell count max
38	Nc1c(C(=O)NCCN2CCOCC2)c2nc3ccccc3nc2n1CCc1ccccc1	?	·
39	COc1ccc(-c2nc(-c3ccccc3)no2)c(OC)c1	?	·
40	COc1ccc(-c2cc(C(F)(F)F)nc(SCCC(=O)NCc3ccco3)n2)cc1	-10%	-12
41	Cc1nc(/C(N)=N/OC(=O)c2c(-c3ccccc3Cl)noc2C)cs1	9%	-3
42	COc1ccc(OC)c2[nH]c(=O)c(CCNC(=O)COc3ccccc3)cc12	?	·
43	O=C(O)c1ccc(Cl)cc1NC(=O)C1CCCO1 (centres undefined)	?	·
44	COc1cccc(OCCNc2cc(N3CCCCC3)ccc2[N+](=O)[O-])c1	-17%	-19
45	COCCn1c(SCC(=O)Nc2ccccc2)nnc1-c1ccoc1C	i	-16
46	CCCCn1c(SCC(=O)N2CCC(C)CC2)nc2ccsc2c1=O	23%	-2
47	O=C(CC1SC(=Nc2cccc3ccccc23)N(Cc2ccccn2)C1=O)Nc1ccccc1Br (centres undefined)	?	·
48	O=C(COc1ccc(Cl)cc1Cl)NN1C(=O)C2C3C=CC(C3)C2C1=O (centres undefined)	?	·
49	COc1ccc(S(=O)(=O)N(C)CC(=O)NC2CCCCC2)cc1OC	10%	11
50	O=C(COc1ccc(Cl)cc1Cl)NCCC1=CCCCC1	?	·
51	C/C(=N/NC(=O)CNC(=O)c1cccnc1)c1ccccc1	?	·
52	Cc1nn(C)c(Oc2cccc(Cl)c2)c1C(=O)O	?	·
53	O=C(CSc1n[nH]c(-c2ccccc2)n1)Nc1ncccn1	-2%[9.22 µM]	-4
54	CCc1nccn1S(=O)(=O)c1cccc([N+](=O)[O-])c1	-9%	-15
55	CC(C)(C)C(=O)Nc1ccc(-c2cn3cccnc3n2)cc1	?	·
56	O=S(=O)(NC(=S)NC1CCCCC1)c1ccc(Cl)cc1	1%	3
57	COc1ccc(OC)c(NC(=O)CSc2nnc(Cn3nnc4ccccc43)n2C)c1	-1%	-24
58	COc1cccc(C2C3CN(C)CC=C3C(C#N)=C(N)C2(C#N)C#N)c1OC (centres undefined)	?	·
59	CC1CCCCN1C(=O)c1c(Cl)cnn1C (centres undefined)	?	·
60	O=C(O)c1ccccc1NC(=O)C1CCCO1 (centres undefined)	23µM*	-12*

Exported with values ahead of the structure: entries from further up
No.	Lipid storage S3	Lipid storage S3 cell count max	SMILES
44	-17%	-19	COc1cccc(OCCNc2cc(N3CCCCC3)ccc2[N+](=O)[O-])c1
45	i	-16	COCCn1c(SCC(=O)Nc2ccccc2)nnc1-c1ccoc1C

Other entries follow:
cpd	mol	Lipid storage S3	Lipid storage S3 cell count max
61	CCOC(=O)C(=CNc1cc(C)ccc1[N+](=O)[O-])C(=O)OCC	0%	-1
62	Cc1nn(-c2ccccc2)c(Cl)c1/C=N/NC(=O)c1cccc(S(=O)(=O)N2CCCC2)c1	24%	1
63	COc1ccc2c(c1)sc1nc(=O)ccn12	-19%	22
64	O=C(NCCC1CCCCN1S(=O)(=O)c1ccccc1)C(=O)NCc1ccc(F)cc1 (centres undefined)	?	·
65	COC(=O)c1ccc(CS(=O)(=O)c2ccccc2C)o1	13%	13
66	CC(C)c1ccc(/C=C/C(=O)CCC(=O)O)cc1	-17%	5
67	O=C(NNC(=O)c1cc2cc(Br)ccc2oc1=O)c1ccc(O)cc1O	9%	12
68	COc1ccccc1-c1cc(C(F)(F)F)nc(S(=O)(=O)CCCC(=O)Nc2cc(C)on2)n1	-5%	-27
69	COc1cc(C(=O)NCCNc2nc3c(C)c(C)ccc3cc2C#N)cc(OC)c1OC	?	·
70	COc1ccc(/C=N\NC(=O)COc2ccc(Cl)cc2Cl)c(C(=O)O)c1OC	4%	12
71	COC(=O)c1[nH]c2cc(OC)ccc2c1NC(=O)CCN1CCSCC1	-2%	1
72	Cc1nsc(Nc2ccc([N+](=O)[O-])cc2)c1C#N	18%	3
73	CCO[C@H]1OC(C(=O)N2CCN(Cc3ccc4c(c3)OCO4)CC2)=C[C@@H](C)[C@@H]1CCCO	1%	8
74	COc1ccccc1CNC(=O)C1CC(c2cccc([N+](=O)[O-])c2)=NO1 (centres undefined)	14%	-14
75	Cc1ccc(N(C(=O)c2snc(C(N)=O)c2N)C(C(=O)NCC2CCCO2)c2c[nH]c3ccccc23)cc1 (centres undefined)	?	·
76	Cc1ccc(SCC(=O)NC2CCCCCC2)cc1	?	·
77	Cn1c(SCCCC(=O)c2ccc(F)cc2)nnc1-c1ccncc1	12%	-3
78	Cc1ccc(-c2csc(N3CCC(C(N)=O)(N4CCCCC4)CC3)n2)cc1	?	·
79	Cc1cc(NC(=O)c2ccc(C)c(C)c2)no1	?	·
80	CCOC(=O)c1nnn(CC(=O)NC(=O)Nc2ccc(F)cc2)c1C(=O)OCC	7%	3
81	Cc1ccc(C)c(N2CCN(C(=O)c3ccc4c(=O)n5c(nc4c3)CCCCC5)CC2)c1	-24%	-2
82	CCc1cc(C(=O)c2ccc(Br)cc2)c(NC(=O)CN(CC)CC)s1	?	·
83	O=C(NCCCN1CCOCC1)c1ccc(Sc2cccc(Cl)c2)c([N+](=O)[O-])c1	?	·
84	COC(=O)NCCOc1nc(N(C)C)nc(N(C)C)n1	-5%	·
85	CCCc1ccc(-c2c(C)sc(N)c2C#N)cc1	?	·
86	CN(C(=O)COC(=O)c1ccc(=O)n(Cc2ccccc2)n1)C1CCCCC1	?	·
87	OCCC1CN(Cc2cccn2-c2ncccn2)CCN1Cc1ccc(F)cc1 (centres undefined)	-10%	14
88	Cc1cc(/C=N/NC(=O)c2cccs2)c(C)n1-c1ccccc1	?	·
89	Cc1ccc(OCC(O)CNC2CCCC2)cc1C (centres undefined)	?	·
90	O=C(CNC(=O)c1ccc(Br)cc1)N/N=C/c1cccnc1	i	-27
91	Cc1ccc(NC(=O)CCNS(=O)(=O)c2ccc3[nH]c(=O)oc3c2)cc1C	i	25
92	CCNC(=O)NC(=O)C(C)Sc1ncc(C(F)(F)F)cc1Cl (centres undefined)	5%	20
93	O=C(NCc1ccc2c(c1)OCO2)C(=O)NCC1OCCCN1S(=O)(=O)c1ccc(F)cc1 (centres undefined)	28%	·
94	O=C(NCCC(=O)N1CCN(c2ncccn2)CC1)c1ccccc1	i	11
95	Cc1ccc(-c2n[nH]c3c2C(c2ccccc2)N(c2ccc(C(=O)O)cc2)C3=O)cc1 (centres undefined)	?	·
96	CC(/C=C(\NC(=O)c1ccccc1)C(=O)N=Nc1c(O)[nH]c2ccc(C)cc12)=C\c1ccccc1	?	·
97	COCCNC(=O)CCCn1c(=O)c2cc(OC)c(OC)cc2n(CC(=O)Nc2ccc(C)c(F)c2)c1=O	5%	6
98	COc1ccc(NC(=S)N2CCC(c3nc4ccccc4[nH]3)CC2)c(OC)c1	?	·
99	CC(=O)Nc1ccc(S(=O)(=O)NCCSCc2c(Cl)cccc2Cl)cc1	-10%	20
100	CCCn1c(SCC(=O)c2c(N)n(C3CC3)c(=O)[nH]c2=O)nc2cc(S(N)(=O)=O)ccc21	?	·
101	CC(C)OCCCNC(=O)CCCC(=O)Nc1ccc(OCCc2ccccc2)cc1	-26%	11
102	CC1CCCN(C(=O)CN2C(=O)C(C)Oc3ccccc32)C1 (centres undefined)	?	·
103	CCOC(=O)C(=CNNc1ccccc1)C(=O)OCC	-3%	0
104	CC/C(=N\NC(=O)c1cc(C2CC2)[nH]n1)c1ccccc1	?	·
105	O=C(COc1coc(CN2CCN(c3ccccc3)CC2)cc1=O)Nc1ccccc1F	?	·
106	Cc1ccc(S(=O)(=O)c2c(C)c(C)c(C)[nH]c2=O)cc1	?	·
107	CCC(C)N(C(=O)COC(=O)CNC(=O)c1sc2ccccc2c1Cl)C1CCS(=O)(=O)C1 (centres undefined)	?	·
108	CC(C)CCN(C)c1ccc(/C=N/n2cnnc2)cc1	?	·
109	CC(=O)Nc1ccc(S(=O)(=O)N2CCC(N3CCCC3)CC2)cc1	-4%	17
110	CN1CCN(C=Nc2nc3ccccc3nc2N2CCCC2)CC1	5%	13
111	Cc1ccc(C(=O)OCC(=O)c2c[nH]c3ccccc23)cc1NC(=O)c1ccco1	?	·
112	COc1ccc(-c2csc3ncnc(N4CCN(c5cccc(OC)c5)CC4)c23)cc1	-9%	10
113	Nc1ccc2oc(=O)c3ccccc3c2c1	?	·
114	CCn1cnc2c(NCCc3cccnc3)nc(C#N)nc21	?	·
115	COc1ccccc1Oc1ccc2c(c1)C(=O)N(c1ccc(O)cc1)C2=O	?	·
116	COC(=O)c1ccc(Nc2ncnc3c2cnn3-c2cccc(C)c2)cc1	?	·
